Mito fusion act – blocks mitochondrial division or promotes mitochondrial fusion. S. cerevisiae fusion-defective mutant growth rescue, CellTiterGlo 48 h. Potency, µM (doses to about 46.1 µM), for inactives: at the top dose growth rescue (activation), most hits filed as activators. 320,000 tested, 0.23% active. AID 485298;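 note: potency is the fitted concentration of half-maximal effect; % of control where 0% means no effect; nearly all actives have a fitted effect of over 45% in size; temperature-sensitive fusion mutants such as fzo1-1 at 37 °C on non-fermentable ethanol glycerol medium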
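Growth-rescue viability read-out: after 48 h at the non-permissive 37C in glycerol/ethanol YPEG, yeast mitochondrial fusion mutants are measured by CellTiterGlo luminescence; compounds (23 nl pinned per well) restoring growth score as division inhibitors or fusion activators.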
Menin-MLL TR inh – inhibitors of human menin-MLL interaction, mutant MLL peptide | O00255 | Menin + Texas Red MLL mutant peptide, fluorescence polarization | Potency, µM (titrated, usually from 61.6 µM), without a hit: at the top dose FP activity change, negative = inhibition, hits mostly inhibitors | 270,000 tested, 0.23% active | AID 1768; active = well fitted inhibition curve with a large enough effect in the polarisation, with a control signal flat, not every such curve was filed as active; inconclusive = small, poorly fitted or top-dose-only effect, or effect the other way, or a change in a side signal; inactive = no such curve, though single readings can be large or run the other way; the % refers to the polarisation; note: potency is the fitted concentration of half-maximal effect; % of control where 0% means no effect; many of its hits are not listed in these tables
a7 integrin act – integrin-mediated muscular dystrophy alleviation activation. Potency, µM (series often up to 38.3 µM), for the others: at the highest dose activation, most hits filed as activators. alpha7betagal myoblasts, beta-gal FDG fluorescence, 48 h. 350,000 tested, 0.064% active;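 note: potency is the fitted concentration of half-maximal effect; 100% = response of the positive control SU9516; nearly all actives have a fitted effect of over 60% in size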
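Alpha7betagal+/- myoblasts (passage 13) were plated 16-24 hr, then exposed to compounds (1:260 dilution of DMSO stock) for 48 hours at 37C. After MPER lysis, β-galactosidase reporter activity was read as FDG fluorescence (ex 480/em 540) after 30 minutes.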
MBNL1-CUG inh – inhibitors of human MBNL1 binding to CUG repeat RNA | TR-FRET MBNL1-His/biotin-(CUG)12 binding, 665/545 ratio | Potency, µM (doses to about 57.5 µM), inactives show at the top dose activity change, negative = inhibition, most hits filed as inhibitors | 280,000 tested, 0.036% active; active = well fitted inhibition curve with a large enough effect in the signal ratio, with a control signal flat, not every such curve was filed as active; inconclusive = small, poorly fitted or top-dose-only effect, or effect the other way, or a change in a side signal; inactive = no such curve, though single readings can be large or run the other way; the % refers to the signal ratio; note: potency is the fitted concentration of half-maximal effect; % is set by controls: 0 for no effect and ±100 for the full control effect
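TR-FRET readout: Ex 340 nm, 665/545 nm emission ratio, normalized to buffer-only (basal) and MBNL1-(CUG)12 controls. Complex of MBNL1-His with Biotin-(CUG)12, compounds 92 nM–58 uM, incubated 60 min at room temperature.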
PTAP TSG101 blk – blocks PTAP/TSG101 interaction to inhibit HIV-1 budding | Q99816 | Fluorescence polarization, FITC-PTAP peptide / Tsg101 binding | Potency, µM (doses to about 115 µM), inactives show at the highest dose activity change, negative = inhibition, hits mostly inhibitors | 340,000 tested, under 10 active | AID 493005; active = well fitted inhibition curve with a large enough effect in the main read-out, with a control signal flat, not every such curve was filed as active; inconclusive = small, poorly fitted or top-dose-only effect, or effect the other way, or a change in a side signal; inactive = no such curve, though single readings can be large or run the other way; note: potency is the fitted concentration of half-maximal effect; % of control where 0% means no effect
Target sequence (Q99816 whole entry, looked up): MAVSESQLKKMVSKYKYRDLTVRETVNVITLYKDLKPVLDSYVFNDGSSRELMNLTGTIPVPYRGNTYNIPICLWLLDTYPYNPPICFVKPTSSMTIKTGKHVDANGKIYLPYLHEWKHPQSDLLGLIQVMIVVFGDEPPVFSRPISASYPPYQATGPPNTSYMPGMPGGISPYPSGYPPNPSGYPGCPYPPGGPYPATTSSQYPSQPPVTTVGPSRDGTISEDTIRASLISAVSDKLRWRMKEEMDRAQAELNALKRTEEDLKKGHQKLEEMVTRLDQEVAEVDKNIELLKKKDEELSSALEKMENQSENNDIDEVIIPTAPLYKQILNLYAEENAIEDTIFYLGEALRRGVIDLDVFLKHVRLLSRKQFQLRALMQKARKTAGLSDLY
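FP read-out: FITC-PTAP peptide, 50 nM final, binding Tsg101 binding domain, 10 uM final; 20 min, r.t.; 10 mM HEPES pH 7.5, 0.15 M NaCl, 0.01% Tween 20, 3 mM EDTA, 0.1 mM TCEP.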
AT treatment – potential ataxia-telangiectasia treatments restoring KAP-1 phosphorylation | 320,000 tested, 0.19% active | Potency, µM (top dose mostly 57.5 µM), without a hit: top-dose activation, most hits filed as activators | […] A-T fibroblasts, KAP-1 phosphorylation AlphaLISA; neocarzinostatin DNA damage 30 min before lysis | AID 485349; note: potency is the fitted concentration of half-maximal effect; % of control where 0% means no effect; nearly all actives have a fitted effect of over 45% in size
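ATM-like activity read as KAP-1 phosphorylation via AlphaLISA donor/acceptor antibody pairs after lysis and 6 hr at 25C. Cells were ATM-null patient fibroblasts ([…], hTERT), dosed 60 min, then exposed to the DSB inducer NCS for 30 min.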
TSHR antagonist – blocks TSH signaling through the human TSH receptor | TSHR-expressing cells, TSH-stimulated cAMP HTRF, 2 h; active compounds read low | activity change, negative = inhibition, % at 11.5 µM | 330,000 tested, 0.2% active;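 active = activity change below a set negative limit, meaning inhibition stronger than a set level, cut at about -70% in these data; inconclusive = activity change between two set negative limits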; note: % is set by controls: 0 for no effect and ±100 for the full control effect
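Cell-based HTRF cAMP assay; TSHR cells + compound, TSH EC80 (4nM final), 2 h, 37 deg C. Lysis with anti-cAMP cryptate and cAMP-d2, 30 min RT, read 665/620 nm.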
S-ASM inh – inhibitors of human secretory acid sphingomyelinase; 340,000 tested, 0.006% active; placental ASM, HMU-PC fluorogenic substrate, 60 min; Potency, µM (top dose mostly 57.5 µM), inactives show top-dose activity change, negative = inhibition, actives largely listed as inhibitors; AID 504937; P17405; note: potency is the fitted concentration of half-maximal effect
Target sequence (P17405 47-631 limits assumed): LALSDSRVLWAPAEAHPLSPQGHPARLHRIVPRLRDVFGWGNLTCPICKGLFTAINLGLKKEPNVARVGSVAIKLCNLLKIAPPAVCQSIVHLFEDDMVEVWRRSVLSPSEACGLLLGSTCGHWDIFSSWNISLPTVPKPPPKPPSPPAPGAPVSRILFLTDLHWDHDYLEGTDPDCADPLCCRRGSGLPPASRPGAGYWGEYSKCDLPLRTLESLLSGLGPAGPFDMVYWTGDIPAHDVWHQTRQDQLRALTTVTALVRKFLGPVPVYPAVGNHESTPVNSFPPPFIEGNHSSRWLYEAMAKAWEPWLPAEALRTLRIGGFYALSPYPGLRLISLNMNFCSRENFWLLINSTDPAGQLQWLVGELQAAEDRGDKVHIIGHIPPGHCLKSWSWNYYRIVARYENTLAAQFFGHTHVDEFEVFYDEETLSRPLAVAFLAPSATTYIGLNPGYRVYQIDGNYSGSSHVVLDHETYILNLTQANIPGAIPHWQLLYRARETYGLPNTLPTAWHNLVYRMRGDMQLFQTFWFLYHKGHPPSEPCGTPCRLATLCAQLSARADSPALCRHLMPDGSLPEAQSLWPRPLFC
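HMU-PC0 cleavage (9 uM final) by human placental ASM, 60 min at 37 °C following 10 min compound exposure at RT; stopped at pH 10, fluorescence Ex 386/Em 447 nm.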
MLL CXXC-DNA inh – MLL CXXC-DNA interaction inhibition; MLL-CXXC / FITC-HOXA9 DNA fluorescence polarization; Potency, µM (top dose mostly 115 µM), for inactives: at the highest dose activity change, negative = inhibition, usual class: inhibitors; 290,000 tested, 0.037% active; AID 2662; active = well fitted inhibition curve with a large enough effect in the polarisation, with a control signal flat, not every such curve was filed as active; inconclusive = small, poorly fitted or top-dose-only effect, or effect the other way, or a change in a side signal; inactive = no such curve, though single readings can be large or run the other way; the % refers to the polarisation; note: potency is the fitted concentration of half-maximal effect
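Purified MLL-CXXC (added from a 7 uM solution) was preincubated 5 min at ambient with pinned compounds in 50 mM Tris-HCl pH 7.5, 50 mM NaCl, 1 mM DTT, 0.05% BSA. Fluorescein-labeled HOX-A9 DNA (50 nM solution) followed, 30 min, then polarization read.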
TCR activator – T cell receptor activation | primary human leukocytes, anti-CD3, IL-2 HTRF, 48 h | Potency, µM (series often up to 9.22 µM), without a hit: top-dose activation of IL-2 secretion, usual class: activators | 330,000 tested, under 10 active; note: % of control where 0% means no effect
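Primary human leukocytes receive a-CD3 beads and test compound and are incubated 48 hr. Secreted IL-2 is then assayed by HTRF, measuring 665nm acceptor emission after 320nm excitation of the europium donor.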
Starred values were filed as active, the others as inactive; ? = inconclusive; / = not tested or not shown; & = joins results of further samples; [ ] = another dose, or the depositor's remark. Unless noted, calls come from the whole dose curve; as a rule, active = well fitted curve in the direction sought with a large enough effect; inconclusive = small, poorly fitted or top-dose-only effect, or another doubt; inactive = no such curve, though single readings can be large; an effect the other way counts as inactive or inconclusive. A portion of the library; count on the stated rates, not on these rows.

SMILES	Mito fusion act	Menin-MLL TR inh	a7 integrin act	MBNL1-CUG inh	PTAP TSG101 blk	AT treatment	TSHR antagonist	S-ASM inh	MLL CXXC-DNA inh	TCR activator
O=C(NN1CCOCC1)c1ccc(Cl)s1	-1%	11%	27%	-1%	-1%	-4%	-3	-1%	0%	-1%
COc1ccc(-n2c(-c3cccc(OC)c3)nc(=S)c3c2CCCC3)cc1	-6%	-17%	-19%	?	-7%	-10%	32	-2%	3%	-4%
CCOC(=O)C1=C(CS(=O)(=O)c2ccccc2)NC(=O)NC1c1ccccc1OC (stereo not drawn)	12%	-1%	-22%	-4%	-8%	3%	3	0%	-3%	-2%
O=C(c1ccc(F)cc1)N1CCOC(c2nc(-c3ccc(F)cc3)no2)C1 (stereo not drawn)	0%	/	-5%	/	-8%	7%	-10	29%	/	1%
Cc1ccccc1NC(=S)NCc1ccc2c(c1)cc(C)n2C	-2%	20%	-31%	22%	-9%	-2%	2	5%	13%	6%
Cc1ccc(-c2c(C)n([O-])c3c([n+]2=O)CCCCC3)cc1	-20%	3%	-3%	3%[11.5 µM]	-2%	-1%	-6	6%	-3%	2%[46.1 µM]
CCOc1ccccc1NC(=O)COc1cccnc1[N+](=O)[O-]	/	/	?	/	-6%	1%	-10	-1%	/	0%
C[C@H]1C[C@H]2[C@@H]3CCC4=CC(=O)C=C[C@]4(C)[C@@]3(Cl)[C@@H](O)C[C@]2(C)[C@@]1(O)C(=O)CO	2%	3%&7%	/	16%	-8%	8%	5	3%	-6%&-4%	-10%
Cc1nnc(SC(C)C(=O)Nc2ccc(S(=O)(=O)N3CCCCC3)cc2)s1 (stereo not drawn)	6%	18%	1%	-12%	0%	2%	-4	0%	-2%	22%
O=C(O)c1cccc(S(=O)(=O)Nc2ccccc2Cc2ccccc2)c1	2%	8%	7%	-5%	0%	-3%	-9	2%	-1%	6%
COC(=O)c1ccc(NC(=O)CN2CCN(c3ccccc3)CC2)cc1	3%	-9%	-1%[7.66 µM]	0%	-4%	-1%	37	-2%	-13%	-7%
Cn1c(N)c(C(=O)COC(=O)CCc2ccccc2)c(=O)n(C)c1=O	1%	16%	-14%	-4%	-4%	16%	37	2%	-3%	-16%
O=C(CCNC(=O)c1ccc([N+](=O)[O-])cc1)NNC(=O)c1ccccc1F	1%	/	-13%	/	6%	2%	50	-3%	/	-5%
OC(CN1CCCCC1)c1ccc(Br)cc1 (stereo not drawn)	/	/	40%	/	-6%	/	/	6%	/	5%
O=C(Nc1nc2ccccc2n1CCN1CCCCC1)c1ccc(Cl)cc1	-1%	0%	/	3%	/	2%	-2	/	?	/
CCN(c1ccccc1)S(=O)(=O)c1ccc(N)c(OC)c1	-6%	0%	-35%	-2%	-6%	-9%	13	-1%	8%	1%
O=C(CN1CCN(C(=O)C2CCN(C(=O)/C=C/c3ccccc3)CC2)CC1)Nc1ccc(F)cc1	/	/	-2%	/	-3%	/	/	0%	/	5%
CCN(CC)S(=O)(=O)c1cc(NC(=O)CNc2cccc(S(=O)(=O)N3CCOCC3)c2)ccc1C	-3%	/	-46%[inhibitor]	/	-3%	4%	-27	0%	/	-7%
Cc1ccccc1Cn1c(=O)c2c(nc3n2CCN3Cc2ccco2)n(C)c1=O	/	/	-29%	/	-5%	/	/	-1%	/	3%
Cc1ccc(NC(=S)NCc2ccccc2Cl)c(C)c1	10%	11%	-19%	6%	-4%	0%	6	-2%	9%	1%[46.1 µM]
CN1CCCN(C(=O)CC2(CC(=O)O)CCCC2)CC1	5%	1%	11%	-2%	-4%	11%	17	-1%	?	-3%
Cc1ccc(-c2csc(N=C(N)N)n2)c(C)c1	14%	/	-20%	/	1%	-15%	12	5%	-3%	7%
Cc1nc2c(sc(=S)n2Cc2ccco2)c(=O)n1CC(=O)Nc1ccccc1	-2%	?	2%	4%	1%	1%	-16	-7%	7%	-14%
CCN1/C(=C/c2ccc3cc(C)ccc3[n+]2C)Sc2ccc3sccc3c21	-35%[inhibitor]	?	-72%[inhibitor]	?	-1%	2%	-9	-12%	217%[activator]	14%
CC(=O)Nc1cccc(C(=O)OCC(=O)N(c2ccccc2)C2CCS(=O)(=O)C2)c1 (stereo not drawn)	-5%	/	7%	/	-2%	-1%	-12	1%	/	-7%
COc1ccc(N2CCN(CCNC(=O)c3ccc4c(c3)[nH]c(=S)n3c5ccccc5nc43)CC2)cc1	4%	-7%	-14%	0%	-1%	-7%	-33	11%	-1%	/
Cc1c(CC(=O)NCCCC(=O)O)c(=O)oc2cc3oc4c(c3cc12)CCCC4	-4%	-12%	-8%	-3%	2%	-7%	9	79%[activator]	-9%	-6%
COC(=O)C1=NNC2(c3ccc(C)cc3)C(=O)N(c3cccc(C)c3C)C(=O)C12 (stereo not drawn)	?	-3%	5%	-21%[11.5 µM]	-5%	0%	2	-1%	1%	0%[46.1 µM]
O=C(OCC(=O)N1CCOCC1)c1ccccc1OCc1ccc(Cl)cc1	/	/	0%	/	-3%	16%	6	-1%	/	-5%[46.1 µM]
Cc1ccc(OCC(=O)N2C(C)CCCC2C)c([N+](=O)[O-])n1 (stereo not drawn)	/	/	-20%	/	-5%	8%	/	0%	/	-2%
COc1ccc(NC2CCCN(C(=O)c3ccc(C)nc3)C2)cc1 (stereo not drawn)	-5%	-11%	0%	3%	-3%	4%	-1	1%	2%	4%
Cc1ccccc1CC1(CO)CCCN(Cc2ccn[nH]2)C1 (stereo not drawn)	0%	-4%	-18%	-2%	-1%	3%	-10	4%	4%	8%
C/C=C/c1ccc(OCc2cc(=O)n3cc(C)ccc3n2)c(OC)c1	3%	/	15%	?	-10%	-2%	2	-8%	12%	-3%
Cc1oc2cc3oc(=O)c(CCC(=O)N(C)CC(=O)O)c(C)c3cc2c1C	-9%	1%	19%	-3%	-1%	11%	4	112%[activator]	4%	2%
Cc1ccccc1NC(=O)c1cc[n+]([O-])cc1	15%	-14%	0%	1%	-8%	4%	2	-2%	1%	-2%
O=C(CSc1nnc(Cn2nnc3ccccc32)o1)N(Cc1ccc(F)cc1)c1ccccc1	9%	9%	-35%	12%	-3%	2%	-30	-16%	3%	-1%
CCc1ccc(N2CC(C(=O)N3CCCC3)CC2=O)cc1 (stereo not drawn)	-6%	-30%	11%	2%	0%	1%	-14	?	-4%	-1%
CCCN(CC1CC1)C(=O)CCc1nnc(C(OC)c2ccccc2)o1 (stereo not drawn)	2%	1%	20%	-1%	1%	2%	-8	3%	2%	2%
COc1ccc(/C=C2/SC(=O)N(CCC(=O)Nc3ccc(S(=O)(=O)Nc4nccs4)cc3)C2=O)cc1	-3%	?	16%	-11%	0%	-2%	-9	-9%	4%	1%[46.1 µM]
O=C(O)C1=C[C@H](c2csc3ccccc23)C[C@H](OCc2ccc(CO)cc2)O1	-5%	5%	22%	-4%	-3%	-14%	-7	7%	7%	0%
CCCCC(=O)Nc1ccc(C(=O)Nc2nnc(COC)s2)cc1	1%	?	-10%[7.66 µM]	-4%	-6%	-2%	1	2%	-1%	/
Cc1cccc(OCC(=O)N(Cc2ccco2)c2c(N)n(Cc3ccccc3)c(=O)[nH]c2=O)c1	-2%	/	2%	/	0%	-8%	-8	-2%	/	-3%
CN(C(=O)COC(=O)c1ccccc1SCC(=O)N1CCCC1)C1(C#N)CCCCC1	-7%	/	-6%	/	-4%	6%	12	10%	/	4%
C=CCn1c(SC(C)C(=O)NCCC2=CCCCC2)nc2ccccc2c1=O (stereo not drawn)	5%	-2%	-14%	5%	-6%	-3%	-5	-5%	-5%	-4%
CC(C)(CNCc1ccccc1)NS(=O)(=O)c1ccccc1	/	/	-34%	/	1%	3%	/	3%	/	2%
Brc1ccc(Cn2c(-c3ccc(Br)o3)nc3ccccc32)o1	26%	-8%	-3%	37%[activator]	-1%	-10%	8	-10%	5%	0%
CCn1c(NCc2ccccn2)nc2c1c(=O)n(C)c(=O)n2C	-4%	11%	30%	-6%	-3%	0%	-8	-2%	-5%	-5%[46.1 µM]

Compound activity: PubChem, National Center for Advancing Translational Sciences (NCATS)
